Screening data as filed in PubChem.
GPR55 antagonists = GPR55 antagonists blocking LPI-driven arrestin recruitment, primary screen, imaging, U2OS, beta-arrestin-GFP, LPI agonist (AID 2013). G-protein coupled receptor 55 (Homo sapiens). U2OS GPR55 beta-arrestin-GFP translocation imaging, LPI antagonism; higher % means a stronger effect. one-dose inhibition, % at 10 µM; IC50 in µM for titrated hits. hit rate 0.13% among 290,000;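 active = spots per cell inhibited over 60%, with over 100 cells counted and total cytoplasm intensity under 500,000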;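 also: U2OS cells stably carrying GPR55 and arrestin-GFP stimulated by 5 µM LPI near EC80; imaged beta-arrestin-GFP aggregate spots per cell after agonist stimulation; plate controls were LPI-stimulated DMSO wells for no effect and DMSO wells without LPI for full effect; some results filed as inactive read as strong as hits; confirmed hits need IC50 under 10 µM and bright autofluorescent wells are also inconclusive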
NTR1 ag = agonists of NTR1, primary screen, imaging, U2OS cells, beta-arrestin-GFP, high content (AID 493036); NTR1-U2OS beta-arrestin-GFP spot imaging, agonist mode; activation, % at 20 µM; hit rate 0.17% among 330,000; Neurotensin receptor type 1 (Homo sapiens), P30989;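 active = activation at or above 40% of the spot to cytoplasm intensity ratio, with at least 20 cells analyzed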;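 also: 0% = DMSO without peptide and 100% = 100 nM NTR1 peptide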
Target sequence (P30989 whole entry, looked up): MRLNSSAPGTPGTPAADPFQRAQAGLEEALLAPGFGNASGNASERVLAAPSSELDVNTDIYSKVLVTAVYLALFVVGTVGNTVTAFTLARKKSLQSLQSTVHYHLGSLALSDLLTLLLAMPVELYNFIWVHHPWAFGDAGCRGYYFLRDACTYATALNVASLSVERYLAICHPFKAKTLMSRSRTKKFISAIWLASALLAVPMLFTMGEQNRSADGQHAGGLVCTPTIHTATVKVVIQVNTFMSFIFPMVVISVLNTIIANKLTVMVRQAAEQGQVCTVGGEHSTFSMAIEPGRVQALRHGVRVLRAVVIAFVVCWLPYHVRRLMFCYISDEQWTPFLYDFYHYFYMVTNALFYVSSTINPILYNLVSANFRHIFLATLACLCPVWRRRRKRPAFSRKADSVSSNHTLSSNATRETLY
NOD1 inhibition = NOD1 signaling inhibitors, primary screen, cell-based, luminescence, uHTS (AID 1578) | inhibition, % at 4 µM, or EC50 in µM where a hit was titrated | hit rate 1% among 290,000 | NOD1-driven NF-kB luciferase reporter cells, luminescence; higher % means a stronger effect; in the data active = inhibition mostly above about 36%, no sharp cut-off; inactive = mostly below about 34%;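 also: HEK-293T reporter cells stimulated with the NOD1 agonist gamma-tri-DAP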
Rac1 GTP hydrolysis = MgcRacGAP GTPase-activating activity inhibitors, confirmation, biochemical, ADP Hunter fluorescence; Rac GTPase-activating protein 1 (Homo sapiens); MgcRacGAP-stimulated Rac1 GTP hydrolysis, ADP Hunter fluorescence; higher % means a stronger effect; GST-tagged Rac1 F28L mutant substrate; one-dose inhibition, % at 30 µM; IC50 in µM for titrated hits; hit rate 0.6% among 340,000; AID 624330, 2012;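 active = first-screen hits whose inhibition reached a set limit at any dose in the follow-up dose series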;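 also: fluorescence reports GDP produced by GAP-driven GTP hydrolysis; strong numbers were not always called active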
GPR35 arrestin U2OS = GPR35 antagonists blocking zaprinast-driven arrestin recruitment, primary screen, imaging, U2OS, beta-arrestin-GFP, zaprinast agonist (AID 2058) | G-protein coupled receptor 35 (Homo sapiens) | U2OS GPR35 beta-arrestin-GFP translocation imaging, zaprinast antagonism; higher % means a stronger effect | inhibition, % at 10 µM; hits with a dose series show IC50 in µM | hit rate 0.052% among 290,000;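 active = inhibition of at least 50% with at least 30 cells and total cytoplasm GFP at most 10,000,000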
GPR55 activation = GPR55 agonists via beta-arrestin recruitment, primary screen, imaging, U2OS cells, beta-arrestin-GFP redistribution (AID 1961); G-protein coupled receptor 55 (Homo sapiens); U2OS GPR55 beta-arrestin-GFP redistribution imaging; higher % means a stronger effect; one-dose activation, % at 10 µM; EC50 in µM for titrated hits; hit rate 0.048% among 290,000;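 active = activation above 40% with more than 50 cells counted in the well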;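 also: U2OS osteosarcoma cells stably expressing GPR55 and beta-arrestin-GFP; plate controls were DMSO negative control for no effect and LPI positive control for full effect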
KOR beta-arrestin-1 = KOR antagonists, beta-arrestin recruitment, cell-based, luminescence, uHTS (AID 1778); hit rate 0.091% among 290,000; Kappa-type opioid receptor (Homo sapiens); KOR beta-arrestin recruitment, luminescence, antagonist mode; higher % means a stronger effect; one-dose inhibition, % at 10 µM; IC50 in µM for titrated hits; in the data active = inhibition above about 50%; also: strong numbers were not always called active
K1F lysis inhibition = inhibition of K1F phage lysis, E. coli UTI89, bacterial capsule biogenesis inhibitors, alamar blue (AID 488966) | hit rate 0.02% among 340,000 | inhibition, % at 100 µM; hits with a dose series show IC50 in µM | E. coli UTI89 K1F phage lysis, alamar blue, 2 h; higher % means a stronger effect;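 active = phage lysis inhibition, versus mean bacterial control, above a set limit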;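 also: capsule biogenesis inhibitors block K1F phage lysis so surviving cells raise fluorescence; higher fluorescence means more inhibition of phage lysis; actives were called in the ten point dose series up to 300 µM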
KOR beta-arrestin-2 = KOR agonists, beta-arrestin recruitment, primary screen, cell-based, luminescence, uHTS (AID 1777). Kappa-type opioid receptor (Homo sapiens). KOR beta-arrestin recruitment, luminescence; higher % means a stronger effect. activation, % at 10 µM; hits with a dose series show EC50 in µM. hit rate 0.02% among 280,000; in the data active = activation above about 50%, passing the limit was not always enough; also: a part of the inactive calls stands beside numbers as strong as those of hits
NTR1 ag cell count 20 µM = also measured in NTR1 ag; calls as there; cell count; measured here: cell count, cytotoxicity flag
Starred values were filed as active, the others as inactive; . = no result given; [ ] = another dose, or the depositor's remark.

Sample of the layout, three compounds:
SMILES	GPR55 antagonists	NTR1 ag	NTR1 ag cell count 20 µM	NOD1 inhibition	Rac1 GTP hydrolysis	GPR35 arrestin U2OS	GPR55 activation	KOR beta-arrestin-1	K1F lysis inhibition	KOR beta-arrestin-2
Cn1c(=O)c([N+](=O)[O-])c(-n2cnc3ccccc32)c2ccccc21	6%	1.4	53	-8%	.	4%	0.0%	-10%	.	8.5%
Cc1cc[n+](CC(=O)c2ccc(NC(=O)c3ccccc3)cc2)cc1	17%	0.4	41	-22%	2%	1%	-0.4%	10%	0.2%	-8.4%
O=C(O)COc1ccccc1/C=N/NC(=O)c1cc2ccccc2cc1O	12%	1.0	60	4%	12%	3%	0.3%	15%	-0.1%	2.7%

The list itself, from the start:
SMILES	GPR55 antagonists	NTR1 ag	NTR1 ag cell count 20 µM	NOD1 inhibition	Rac1 GTP hydrolysis	GPR35 arrestin U2OS	GPR55 activation	KOR beta-arrestin-1	K1F lysis inhibition	KOR beta-arrestin-2
Cn1c(=O)c([N+](=O)[O-])c(-n2cnc3ccccc32)c2ccccc21	6%	1.4	53	-8%	.	4%	0.0%	-10%	.	8.5%
Cc1cc[n+](CC(=O)c2ccc(NC(=O)c3ccccc3)cc2)cc1	17%	0.4	41	-22%	2%	1%	-0.4%	10%	0.2%	-8.4%
O=C(O)COc1ccccc1/C=N/NC(=O)c1cc2ccccc2cc1O	12%	1.0	60	4%	12%	3%	0.3%	15%	-0.1%	2.7%
Cc1ccc(C(=O)c2ccc([N+](=O)[O-])cc2)cc1C	5%	3.4	55	-15%	6%	-9%	8.0%	-16%	0.0%	3.0%
COc1ccccc1NC(=O)COc1ccc(C(=O)OCC(=O)N2CCCC2=O)cc1OC	2%	-0.5	71	4%	5%	8%	-0.2%	-20%	8.6%	-8.9%
CC1CCN(CC(=O)Nc2ccc(S(=O)(=O)N3CCCC(C)C3)cc2)CC1 (stereo not given)	1%	0.7	52	-20%	8%	-2%	-0.2%	-11%[20 µM]	0.2%	-2.0%
Cc1ccc(NC(=O)/C(=C/c2ccc([N+](=O)[O-])cc2)NC(=O)c2ccccc2)cc1	1%	-0.1	60	-8%	4%	4%	-0.1%	20%	2.1%[50 µM]	-3.1%
COc1ccc([N+](=O)[O-])cc1N(CC(=O)N1CCCC1)S(C)(=O)=O	0%	1.3	89	-22%	0%	-5%	0.2%	-38%[20 µM]	0.3%	-2.4%
O=C(Cc1c(F)cccc1Cl)c1ccc(O)cc1O	-2%	-1.6	39	-1%	-1%	8%	-0.1%	-25%	4.2%	0.9%
C=CCN1C(=O)C(O)(CC(=O)c2ccc(N)cc2)c2ccccc21 (stereo not given)	4%	0.5	39	-6%	11%	-13%	-0.2%	4%	0.4%	6.9%
COc1ccc(C(=O)NCc2nnc(SCC(=O)NCc3ccc(F)cc3)o2)cc1	6%	-1.2	53	-42%	3%	-2%	-0.1%	-24%	-0.5%	1.5%
CSc1ccc(CN2CCN(Cc3ccccc3)C(CCO)C2)cc1 (stereo not given)	7%	2.7	36	-31%	7%	13%	0.2%	4%	1.3%	3.6%
CCOc1ccccc1Nc1ccc2nonc2c1[N+](=O)[O-]	12%	-1.1	95	-8%	7%	2%	-0.1%	30%	0.1%	-4.6%
O=C(NCC1CCCO1)c1ccc(NC(=O)C2CCCCC2C(=O)O)cc1 (stereo not given)	7%	-0.4	39	-16%	1%	-8%	-0.4%	-19%	0.3%	-1.7%
CC(=O)Nc1ccc(CN2CCc3c([nH]c4ccccc34)C2C(C)(C)C)cc1 (stereo not given)	14%	2.8	61	-23%	7%	15%	-0.3%	-36%[20 µM]	0.2%	-5.2%
COc1ccc(CC(=O)Nc2c3c(nn2-c2cccc(Cl)c2)CS(=O)C3)cc1 (stereo not given)	-4%	-1.1	77	-21%	4%	-5%	-0.2%	-27%	2.6%	2.6%
CCCCCCCNC(=O)C1(CC2CC(c3ccc(Cl)cc3)=NO2)CCNCC1 (stereo not given)	47%	4.4	84	-35%	3%	5%	-0.1%	0%[20 µM]	-1.2%	-2.1%
CC1(C)Cc2c(cnn2-c2ccc(F)cc2)C(NC(=O)CCCN2CCCCC2=O)C1 (stereo not given)	1%	1.4	70	-14%	6%	-2%	0.3%	13%	-0.2%	2.4%
Cc1cccc2cc(CN(CCCN3CCOCC3)Cc3nnnn3C(C)(C)C)c(=O)[nH]c12	-4%	-0.6	59	-16%	2%	0%	-0.2%	22%	0.2%	0.2%
Cc1ccc(Oc2nnc(-c3ccccc3)c3ccccc23)cc1	-8%	13	57	4%	8%	3%	0.1%	-15%	2.8%	3.1%
Nc1nonc1-n1nnc(C(=O)N/N=C/c2ccncc2)c1-c1ccccc1	0%	3.0	52	-21%	-6%	-5%	-0.2%	4%	-0.1%	-6.3%
COCCN1CCN(C(=O)c2cc(COc3ccc(F)cc3Cl)on2)CC1	7%	0.0	62	-21%	8%	-6%	0.3%	-1%	0.0%	3.5%
COCCC(=O)N1CCC(Oc2ccc(C(=O)NCc3ccon3)cc2)CC1	5%	0.3	81	-34%	-1%	15%	-0.1%	11%	2.1%[50 µM]	-2.9%
CCOC(=O)C1=C(C)n2c(s/c(=C/c3cccc([N+](=O)[O-])c3)c2=O)=NC1c1ccc(O)c(OC)c1 (stereo not given)	10%	15	75	95%*	9%	2%	16%	22%	0.3%	-5.3%
C=CCn1c(C)cc(C(=O)COC(=O)[C@@H](NC(=O)c2ccccc2Cl)C(C)C)c1C	-3%	-0.5	40	-21%	6%	-2%	-0.1%	14%	4.0%	-4.9%
CCOc1ccc(-n2c(=S)sc3c(=O)[nH]c(SCC(=O)N4CCC(C)CC4)nc32)cc1	-8%	2.4	42	-35%	4%	-10%	0.3%	0%	0.4%	0.8%
COc1ccc(-c2nc3ccccc3nc2-c2ccccc2)cc1	11%	3.8	38	-21%	5%	3%	-0.1%	22%	-0.2%	-10%
Oc1c(CN2CCCCC2)cc(Br)c2cccnc12	7%	0.9	58	2%	10%	-7%	0.2%	-2%	-4.6%	0.4%
Cn1cc(/C=N/Nc2ccccc2)c2ccccc21	6%	-0.3	49	-49%	3%	5%	0.2%	-43%	0.5%	3.9%
Cc1ccc(NC(=O)COC(=O)[C@H](C)N2C(=O)C3CC=CCC3C2=O)cc1S(=O)(=O)N(C)C (stereo not given in full)	-5%	1.5	54	-20%	8%	8%	0.6%	12%	0.2%	-0.4%
O=[N+]([O-])c1ccc2c(c1)S(=O)c1ccccc1-2 (stereo not given)	8%	0.9	46	-11%	-6%	20%	-0.1%	6%	-1.0%	4.8%
CCC(=O)N1c2ccc(S(=O)(=O)CCC(=O)NC3CCCC3)cc2CC1C (stereo not given)	1%	-0.8	95	-3%	5%	1%	0.9%	-32%	4.3%	3.9%
Cn1c(=O)c2c(nc(NCCO)n2C)n(C)c1=O	3%	-2.5	86	-18%	7%	1%	0.0%	-5%	4.6%	-1.9%
CCc1cccc2c(C(=O)CCl)c[nH]c12	19%	1.9	94	55%	5%	17%	0.5%	-20%	-11%	-0.8%
CC1=C(C(=O)OC2CCCCC2)C(c2cccnc2)n2nnnc2N1 (stereo not given)	11%	1.9	76	32%	8%	17%	-0.2%	-30%	2.0%[50 µM]	0.7%
O=C(CCC(=O)OCc1ccc([N+](=O)[O-])cc1)Nc1ccc(F)cc1	11%	2.6	87	-24%	5%	-21%	-0.1%	-8%[20 µM]	-0.1%	-3.0%
Cc1[nH]c2ccccc2c1C(=O)COC(=O)c1c(-c2ccccc2)noc1C	18%	6.8	92	17%	6%	3%	-0.3%	-55%	0.0%	2.2%
COc1cccc(/C=N/NC(=O)c2cccc([N+](=O)[O-])c2)c1OS(=O)(=O)c1ccccc1	16%	-1.1	76	.	6%	-20%	-0.1%	20%	0.3%	-1.6%
COC(CNC(=O)CC1C(=O)N(Cc2ccccc2)C(C)c2nc3ccccc3n21)OC (stereo not given)	8%	0.3	72	-27%	9%	2%	0.0%	.	0.0%	.
CC(C)CC(NC(=O)C1CCCN1C(=O)CNC(=O)OCc1ccccc1)C(=O)O (stereo not given)	3%	-0.1	93	6%	4%	-7%	0.0%	4%	0.5%	-1.9%
OCCNCCCOc1cc(Cl)ccc1Cl	-7%	0.0	45	-5%	4%	4%	-0.4%	-14%	0.1%	-13%
Cn1c(=O)c2c([nH]c(=O)n2C)n(C)c1=O	-1%	2.8	82	25%	2%	3%	2.0%	-14%	-0.5%	1.5%
CCOC(=O)c1cc(NC(=O)Nc2ccc(OC)c(OC)c2)c(C)nc1C	1%	0.2	50	-16%	17%	4%	0.2%	23%	0.0%	-3.6%
Cc1ccc(S(=O)(=O)NC(=O)c2ccccc2)cc1C(C)C	10%	0.6	39	-5%	8%	-4%	0.0%	-32%[20 µM]	-0.5%	.
COCC(C)n1c(C)cc(C(=O)CSc2nc(C)c(C)c(C)n2)c1C (stereo not given)	16%	0.0	49	-5%	9%	-5%	0.3%	11%	3.6%[50 µM]	-0.9%
O=C(O/N=C1\CCS(=O)(=O)c2sccc21)c1c(F)cccc1F	1%	-0.9	27	25%	7%	-8%	0.3%	-14%[20 µM]	0.2%	0.7%
O=C(Cn1nc(Cl)nc1Cl)c1ccc([N+](=O)[O-])cc1	9%	1.0	92	-9%	5%	-6%	0.0%	-39%	0.0%	1.5%
Cc1ccccc1C(=O)NC1CCN(Cc2ccccc2)CC1	-5%	-1.0	93	-18%	9%	5%	-0.2%	-1%[20 µM]	0.3%	.
C/C(=N/NC(=O)CNC(=O)CCc1ccccc1)c1ccc(Cl)cc1	-6%	-0.2	53	-11%	10%	13%	0.0%	15%	0.9%	0.4%
Cc1cc(C)nc(SCC(=O)n2c3c(c4ccccc42)CCCC3)n1	22%	7.2	70	-17%	7%	-13%	0.3%	-13%	0.3%	-0.3%
COCC1OS(=O)(=O)NC(CC(=O)SC(C)(C)C)C1C (stereo not given)	-2%	-1.2	82	-24%	5%	-2%	-0.1%	2%[20 µM]	1.8%	-4.3%
Cc1ccc([N+](=O)[O-])cc1NC(=O)c1ccc(CSc2ccccc2)cc1	4%	-0.9	72	-16%	-17%	5%	-0.2%	-11%	0.3%[50 µM]	50%

Some of the compounds tested; the hit share may differ from the screen's.
